aDG glyco act: alpha-DG glycosylation activation; activation, % at 10 µM; actives 0.22% (n = 360,000); Pro5-aDG cells, alpha-DG glycosylation AlphaScreen (IIH6); 0% Pro5, 100% B10-LARGE cell signal;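 active = activation of at least 8% versus controls, or a plate z-score of at least 8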;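 note: Pro5 are CHO cells carrying HIG-tagged alpha-DG that lacks glycosylation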
Cardio protect: myocardial damage modulation in H9c2 cells; H9c2 cardiomyocytes, H2O2 injury protection, ATPLite, 2 h; protection from H2O2 cell death, % at 20 µM; actives 0.63% (n = 360,000); AID 588492;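 active = compounds giving at least 50% protection of heart cells from peroxide-induced death in the single-dose screen, raw or plate-pattern-corrected value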;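 note: 0% = DMSO wells with peroxide and 100% = DMSO wells without peroxide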
ABCB6 inh 2: blocks the human ABCB6 transporter. Q9NP58. K562-ABCB6 porphyrin accumulation, flow cytometry, 1 h; hits give low values. fluorescence ratio to DMSO, % at 10 µM. actives 0.19% (n = 360,000). AID 602162;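 active = fluorescence ratio to DMSO below 75%, the collection mean minus 3 SD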;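 note: signal is porphyrin accumulated inside mitochondria; 100% equals median channel fluorescence of DMSO control wells; lower ratio means ABCB6 inhibition with less porphyrin fluorescence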
Vif imaging: HIV Vif inhibition; HEK293T cells, Vif self-association by quenched fluorescence, imaging, 24 h; inhibition, % at 7.49 µM; actives 0.35% (n = 340,000); in the data active = inhibition above about 50%, passing the limit was not always enough; note: some results filed as inactive read as strong as hits
CaV13 ICDI inh: Disruptors of the CACNA1D IQ motif to Ca2+-dependent inactivation inhibitor domain association, primary screening, Förster resonance energy transfer in intact living …. actives 0.098% (n = 340,000). HEK cells, CFP/YFP FRET ICDI-IQ, plate reader, 10 min; percent FRET-ratio fall versus neutral wells. inhibition, % at 12.3 µM;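 active = mean replicate inhibition of at least 30% and at least 1% of replicates passing that level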;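 note: 0% = median of the neutral control wells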
m5-HT2A agonist: agonists of mouse serotonin 5-HT2A receptor (HTR2A); activation, % at 7.6 µM; P35363; AID 624169; CHO-K1 mHTR2A beta-arrestin complementation, luminescence; percent of 30 µM serotonin response; actives 0.66% (n = 360,000);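 active = activation above a run cutoff, the mean activation of all tested compounds plus 3 SD, cut at about 14% in these data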;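 note: 0% = plate median of compound wells and 100% = 30 µM serotonin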
Target sequence (P35363 whole entry, looked up): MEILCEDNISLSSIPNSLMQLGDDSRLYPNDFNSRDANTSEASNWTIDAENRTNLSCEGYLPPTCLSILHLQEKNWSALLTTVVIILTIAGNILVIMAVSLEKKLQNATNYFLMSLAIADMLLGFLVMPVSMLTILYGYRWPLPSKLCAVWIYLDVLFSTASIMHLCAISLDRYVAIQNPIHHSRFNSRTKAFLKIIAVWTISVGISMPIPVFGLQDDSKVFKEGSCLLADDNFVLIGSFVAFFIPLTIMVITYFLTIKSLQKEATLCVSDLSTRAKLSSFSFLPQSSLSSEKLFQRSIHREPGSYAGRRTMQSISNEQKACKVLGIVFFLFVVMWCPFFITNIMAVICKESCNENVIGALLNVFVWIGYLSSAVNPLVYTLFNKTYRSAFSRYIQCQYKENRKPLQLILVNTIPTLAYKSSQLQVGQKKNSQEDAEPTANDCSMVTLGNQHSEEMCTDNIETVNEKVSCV
Glyco luc inh: N-linked glycosylation inhibition; AID 588692; D54 ERlucT glycosylation luciferase reporter, 24 h; percent of 100 nM tunicamycin response; reporter increase, % at 12.5 µM; actives 0.23% (n = 360,000);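 active = mean luciferase reporter signal, scaled so untreated is 0 and the glycosylation-blocking control 100, at or above a set limit in every replicate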;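 note: luciferase carries N-glycosylation sites so blocking glycosylation raises the light; 0% = median of neutral control wells and 100% = median of 100 nM tunicamycin wells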
PDI inh: PDI (human) enzyme inhibition. P07237. PDI insulin aggregation turbidity, A650, 90 min. inhibition, % at 10 µM. actives 0.052% (n = 350,000). AID 588391;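 active = mean inhibition across replicates of 30% or more, whatever share of single replicates reach that level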;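 note: absorbance from insulin aggregation driven by PDI reduction with DTT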
Target sequence (P07237 whole entry, looked up): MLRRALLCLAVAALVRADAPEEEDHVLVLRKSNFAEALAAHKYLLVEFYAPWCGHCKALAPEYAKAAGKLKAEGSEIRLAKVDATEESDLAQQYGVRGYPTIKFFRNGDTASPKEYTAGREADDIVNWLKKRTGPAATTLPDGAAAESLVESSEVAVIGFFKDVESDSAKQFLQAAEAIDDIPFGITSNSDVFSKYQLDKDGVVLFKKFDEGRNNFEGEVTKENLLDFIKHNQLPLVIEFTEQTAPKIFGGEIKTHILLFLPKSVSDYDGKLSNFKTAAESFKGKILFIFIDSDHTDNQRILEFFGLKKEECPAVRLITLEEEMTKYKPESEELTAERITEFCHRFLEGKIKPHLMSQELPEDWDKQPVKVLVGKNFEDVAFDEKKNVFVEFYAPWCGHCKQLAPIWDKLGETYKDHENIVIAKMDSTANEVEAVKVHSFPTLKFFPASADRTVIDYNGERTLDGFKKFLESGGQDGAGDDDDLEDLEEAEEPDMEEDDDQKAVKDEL
iPSC survival up: enhancers of human iPSC single-cell survival | hiPSC single-cell survival, ATPlite luminescence; 100% = ROCK inhibitor wells, 0% = DMSO | AID 602274 | actives 0.044% (n = 360,000) | survival enhancement, % at 20 µM; in the data active = survival enhancement above about 18%;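 note: cells exposed to compounds for 16 hours before the ATP read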
Exocytosis inh: blocks lytic granule exocytosis | TALL-104 LAMP-1 surface exposure, flow cytometry; cells stimulated with thapsigargin and PMA | inhibition, % at 10 µM | actives 0.66% (n = 360,000) | AID 651702;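 active = inhibition above about 55%, limit read from the data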
Starred values were filed as active, the others as inactive; nt = no result given.

nr	canonical_smiles	aDG glyco act	Cardio protect	ABCB6 inh 2	Vif imaging	CaV13 ICDI inh	m5-HT2A agonist	Glyco luc inh	PDI inh	iPSC survival up	Exocytosis inh
1	CCOC(=O)c1cc(C#N)c(N2CCN(c3ccccn3)CC2)nc1-c1ccccc1	-0.1	-12	93	-5	-1	-3	-2	3	-0.6	-1
2	COc1ccc(NC(=O)c2cc(OC)c(OC)c(OC)c2)cc1S(=O)(=O)N1CCCCC1	-0.1	6	96	0	-7	-5	7	3	-0.2	-1
3	CC(C)(C)c1nnc(NC(=O)CCS(=O)(=O)Cc2ccccc2)s1	0.7	2	95	3	-3	1	-7	9	-0.4	-8
4	O=C(N/N=C/c1ccc(O)cc1)c1cncc(Br)c1	-0.2	3	94	-11	-4	-5	0	1	-0.5	18
5	CCn1cc(SCC(=O)N2CCc3ccccc32)c2ccccc21	0.0	-6	97	1	-7	-7	-4	nt	0.6	-9
6	O=C(Nc1ccc2c(c1)OCCO2)c1cc(-c2ccccc2)nc2ccccc12	-0.1	11	97	-2	-5	-6	-1	1	-0.5	1
7	Nc1cccc(-n2nncc2-c2ccccc2)c1	-0.1	3	99	14	-4	-4	0	15	0.4	0
8	FC(F)(F)c1cccc(N2CCN(C3CC4CCC3C4)CC2)c1 (centres undefined)	0.0	-10	104	7	1	-3	0	1	-0.4	-7

Reprinted from the part before: five entries, then new ones.
nr	canonical_smiles	aDG glyco act	Cardio protect	ABCB6 inh 2	Vif imaging	CaV13 ICDI inh	m5-HT2A agonist	Glyco luc inh	PDI inh	iPSC survival up	Exocytosis inh
4	O=C(N/N=C/c1ccc(O)cc1)c1cncc(Br)c1	-0.2	3	94	-11	-4	-5	0	1	-0.5	18
5	CCn1cc(SCC(=O)N2CCc3ccccc32)c2ccccc21	0.0	-6	97	1	-7	-7	-4	nt	0.6	-9
6	O=C(Nc1ccc2c(c1)OCCO2)c1cc(-c2ccccc2)nc2ccccc12	-0.1	11	97	-2	-5	-6	-1	1	-0.5	1
7	Nc1cccc(-n2nncc2-c2ccccc2)c1	-0.1	3	99	14	-4	-4	0	15	0.4	0
8	FC(F)(F)c1cccc(N2CCN(C3CC4CCC3C4)CC2)c1 (centres undefined)	0.0	-10	104	7	1	-3	0	1	-0.4	-7
9	CN1CCN(C(=O)c2cc(COc3ccccc3)on2)[C@@H](c2ccccc2)C1	-0.1	7	108	4	-6	7	-4	3	-0.4	-11
10	Cc1ccc(S(=O)(=O)C2(C(=O)N3CCN(c4ccccc4F)CC3)CC2)cc1	0.1	-1	72*	2	-4	-10	-1	0	-0.6	-8
11	CCOc1ccc(NC(=O)CC2NCCNC2=O)cc1 (centres undefined)	0.0	-8	73*	nt	-1	-2	0	-38	-0.8	0
12	COc1ccc(Cc2nnc(SCC(=O)c3c(N)n(C4CC4)c(=O)[nH]c3=O)o2)cc1	0.0	7	101	19	-6	6	2	3	-2.8	-3
13	COc1ccc(N=C2SCC(c3ccc(C)cc3)=NN2CCO)cc1	0.1	-14	97	-9	-5	-10	3	-3	-0.2	-4
14	COC(=O)COc1ccc(S(=O)(=O)Nc2ccc(C(N)=O)cc2)cc1	-0.1	1	97	-2	-12	1	1	-8	2.2	5
15	CCOc1cc(C=NNC(=O)N(c2ccccc2)c2ccccc2)ccc1O	-0.2	-18	96	7	nt	7	9	nt	-1.3	-3
16	OC(COCc1ccc2c(c1)OCO2)CN1CCC(Cc2ccccc2)CC1 (centres undefined)	0.3	-2	88	14	-3	-6	0	-2	-0.9	6
17	Cc1ccc(NC(=O)/C=C/c2cccs2)c([N+](=O)[O-])c1	-0.1	-7	97	17	-5	-5	2	-2	-3.6	-2
18	CCOc1ccccc1CNC(=O)C1CCN(C(=O)N2CC(C)Oc3ccc(C)cc32)CC1 (centres undefined)	-0.1	-6	97	-23	-6	-2	-4	nt	-0.7	10
19	Cc1nnc(NC(=O)CCSCCC(=O)Nc2nnc(C)s2)s1	-0.2	15	88	-1	3	8	-1	-1	4.5	1
20	Cc1c(C(=O)N2CCN(C)CC2)oc2c1C(=O)CC(C)(C)C2	-0.1	7	98	-4	-7	9	0	12	-0.1	1
21	O=C(NCCN1CCOCC1)C(=O)NCc1ccc2c(c1)OCO2	-0.3	8	93	4	7	3	1	1	-1.3	4
22	Cc1cc(=O)oc2c1c(C)nn2-c1cccc(Cl)c1	0.1	-2	98	1	8	1	0	-2	-0.5	-3
23	O=C(CCN1C(=O)S/C(=C\c2ccccc2)C1=O)N1CCCCC1	-0.1	-10	103	32	-3	6	-2	-9	1.4	-11
24	Cc1ccc(N2CCN(C(=O)C(=O)c3cccc(Br)c3)CC2)cc1	0.1	nt	nt	nt	-3	-1	nt	nt	nt	1

Shown as a hit in ABCB6 inh 2 (from the list above):
item	Structure	aDG glyco act	ABCB6 inh 2	Vif imaging	CaV13 ICDI inh	m5-HT2A agonist	Glyco luc inh	PDI inh	Exocytosis inh
10	Cc1ccc(S(=O)(=O)C2(C(=O)N3CCN(c4ccccc4F)CC3)CC2)cc1	0.1	72*	2	-4	-10	-1	0	-8
11	CCOc1ccc(NC(=O)CC2NCCNC2=O)cc1 (centres undefined)	0.0	73*	nt	-1	-2	0	-38	0

The listing continues.
nr	canonical_smiles	aDG glyco act	Cardio protect	ABCB6 inh 2	Vif imaging	CaV13 ICDI inh	m5-HT2A agonist	Glyco luc inh	PDI inh	iPSC survival up	Exocytosis inh
25	Cc1cc2n(n1)C(c1ccsc1)Nc1ccccc1-2 (centres undefined)	0.1	-6	99	-1	-6	-2	-2	-3	-2.2	3
26	Cc1ccc(C2(c3ccc(C)cc3)NC(=O)N(Cc3c(C)noc3C)C2=O)cc1	0.8	-9	101	9	-5	-1	0	7	-1.5	4
27	CCNC(=O)COn1c(SCC(=O)NCC)nc2ccccc2c1=O	-0.3	2	98	7	-5	0	2	4	1.4	-2
28	Cc1ccccc1NC(=O)c1cc(S(=O)(=O)N2CCCCC2)cs1	0.5	-2	93	0	-7	-2	-2	-5	-1.3	16
29	O=C(NCc1cccc(Cl)c1)c1ccc(-c2cccnc2)c2ccoc12	1.3	-4	97	-6	-5	-1	-1	0	-1.6	-12
30	CCn1cc(C(=O)NC2CCCCCC2)c(=O)c2ccc(C)nc21	0.0	14	87	26	-1	-2	1	7	-0.6	-4
31	CN(C)C(CNC(=O)c1ccc(NS(=O)(=O)c2cccc([N+](=O)[O-])c2)cc1)c1ccco1 (centres undefined)	0.4	-2	97	5	-7	3	1	-7	-0.3	-3
32	CSCCC(NS(=O)(=O)c1ccc(C)cc1)C(=O)N1CCN(S(=O)(=O)c2ccc(F)cc2)CC1 (centres undefined)	0.1	4	97	1	-4	2	0	-1	0.0	-4
33	COc1ccc(O)c(-c2cc(C(F)(F)C(F)F)nc(-c3ccccc3)n2)c1	-0.5	-7	102	1	nt	-1	-1	7	-1.5	-2
34	O=C(Nc1ncc2c(n1)-c1ccccc1CC2)c1ccc(Cl)cc1	0.0	10	95	-3	-5	4	-2	-4	-0.7	-2
35	COc1cc(C=O)ccc1Oc1ccc(S(=O)(=O)N2CCOCC2)cc1[N+](=O)[O-]	0.0	-3	93	-12	-5	-1	0	-9	0.7	2
36	O=C(NC1CC1)C(=O)c1c(-c2ccccc2)[nH]c2ccccc12	-0.1	4	97	nt	-6	0	0	nt	1.9	-1
37	O=C1/C(=C/Nc2cccc([N+](=O)[O-])c2)CCc2ccccc21	-0.1	-7	99	6	-3	-6	-2	-2	1.7	89*
38	Cc1nn(C(=O)c2ccc([N+](=O)[O-])cc2)c(C)c1Br	0.0	5	98	1	-20	0	4	-2	0.6	3
39	COc1cc(OC)cc(-n2nc(C(=O)N3CC(C)CC(C)C3)c3ccccc3c2=O)c1 (centres undefined)	2.0	-1	97	nt	-5	0	-2	-1	0.0	-3
40	CN(CCOc1ccc(Cl)cc1)CC(O)c1ccccc1 (centres undefined)	-0.2	3	98	6	-3	-11	1	-4	0.3	2

Reprinted at random: 2 entries already listed
nr	canonical_smiles	aDG glyco act	Cardio protect	ABCB6 inh 2	Vif imaging	CaV13 ICDI inh	m5-HT2A agonist	Glyco luc inh	PDI inh	iPSC survival up	Exocytosis inh
36	O=C(NC1CC1)C(=O)c1c(-c2ccccc2)[nH]c2ccccc12	-0.1	4	97	nt	-6	0	0	nt	1.9	-1
40	CN(CCOc1ccc(Cl)cc1)CC(O)c1ccccc1 (centres undefined)	-0.2	3	98	6	-3	-11	1	-4	0.3	2

Carrying on.
nr	canonical_smiles	aDG glyco act	Cardio protect	ABCB6 inh 2	Vif imaging	CaV13 ICDI inh	m5-HT2A agonist	Glyco luc inh	PDI inh	iPSC survival up	Exocytosis inh
41	CNC(=S)Nc1cccc(-c2cnc3ccccc3n2)c1	0.3	5	97	16	-20	-8	2	10	0.4	-5
42	CCN1C(=O)[C@H]2[C@@H](c3ccc(C)cc3)N3C(=O)N(c4cccc(Cl)c4)C(=O)[C@@]3(CC(C)C)[C@H]2C1=O	-0.4	4	94	0	-6	0	-1	3	-1.0	7
43	Cc1ccc(CSc2nnc3c(n2)OC2(Nc4ccccc4-3)C(=O)Nc3ccc(F)cc32)cc1 (centres undefined)	0.5	-2	99	-1	-10	-8	6	6	-1.4	-7
44	CCN(CC(=O)NCc1ccc(Cl)cc1)C(=O)c1ccc(S(=O)(=O)NCc2ccco2)cc1	0.2	-12	96	nt	-3	0	nt	-3	-0.3	-9
45	O=C(CC1SC(=Nc2ccccc2F)N(CCN2CCOCC2)C1=O)Nc1ccc(F)cc1F (centres undefined)	-0.1	0	89	0	0	0	-4	5	0.0	-2
46	Cc1c(OC(C)C(=O)NCc2ccncc2)ccc2c3c(c(=O)oc12)CCC3 (centres undefined)	0.2	-1	99	-11	-4	1	1	1	-0.3	-4
47	O=C1CC(c2ccccc2)CC(O)=C1C=NCCN1CCN(Cc2ccccc2)CC1 (centres undefined)	0.0	2	96	1	-17	-2	2	-1	1.2	3
48	O=C(NC(Cc1c[nH]c2ccccc12)C(=O)O)OCC1c2ccccc2-c2ccccc21 (centres undefined)	0.1	-2	94	-2	-10	-2	2	nt	1.7	12
49	Cc1ccc(/C=N/NC(=O)CSc2nc3ccccc3[nH]2)o1	0.0	-3	98	9	-7	0	4	-4	0.2	12

Source: PubChem (several laboratories)
